RGS4 inh: inhibitors of human RGS4; HEK293 M3R/RGS4 inducible, Fluo-4 calcium flux; hits give high values; triggered by carbachol at its EC20; B-score at 10 µM; 310,000 compounds, 0.45% hits;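 active means B-score, a plate-corrected calcium signal, over three deviations above library mean, with baseline fluorescence within five deviations of library mean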;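 further: RGS4 expression induced by doxycycline in cells with stable M3 receptor; B-score is computed from the integrated fluorescence ratio over baseline after carbachol; higher B-score means a larger calcium signal and so more RGS4 inhibition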
Target sequence (P49798 whole entry, looked up): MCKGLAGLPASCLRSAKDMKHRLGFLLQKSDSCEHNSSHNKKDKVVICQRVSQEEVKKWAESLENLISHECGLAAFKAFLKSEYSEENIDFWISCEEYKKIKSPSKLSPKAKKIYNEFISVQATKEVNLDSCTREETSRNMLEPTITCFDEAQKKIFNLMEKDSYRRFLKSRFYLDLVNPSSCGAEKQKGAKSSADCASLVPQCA
MrgX1 allo act: allosterically activates human MrgX1 receptor signaling | Q96LB2 | MrgX1-HEK293, Fluo-4 calcium flux, FDSS; hits give high values | B-score at 10 µM | 310,000 compounds, 0.63% hits | AID 588675;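 active means plate-corrected calcium response at least 3 library SD above typical, normal starting fluorescence, not activating the receptor alone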;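 further: compound read alongside a low EC10 to EC30 dose of BAM8-22 agonist; peak minus trough fluorescence over baseline measured at the second addition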
Target sequence (Q96LB2 whole entry, looked up): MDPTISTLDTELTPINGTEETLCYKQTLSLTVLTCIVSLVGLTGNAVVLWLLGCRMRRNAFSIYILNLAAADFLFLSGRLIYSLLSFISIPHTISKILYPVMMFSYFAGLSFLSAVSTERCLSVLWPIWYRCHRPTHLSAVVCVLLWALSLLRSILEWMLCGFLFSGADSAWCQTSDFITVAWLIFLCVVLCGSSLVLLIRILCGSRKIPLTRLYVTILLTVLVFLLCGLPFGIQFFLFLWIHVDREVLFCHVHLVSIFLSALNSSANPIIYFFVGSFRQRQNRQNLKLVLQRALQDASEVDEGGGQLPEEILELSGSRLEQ
MrgX1 agonist: activates human MrgX1 receptor signaling. 310,000 compounds, 0.44% hits. B-score at 10 µM. MrgX1-HEK293 cells, Fluo-4 calcium fluorescence, agonist mode; hits give high values;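 active means calcium response B-score plate-corrected fluorescence ratio at least 3 library SD, with starting fluorescence B-score inside 5 SD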
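Material: MrgX1-expressing HEK293 cells / Dosing: compound as first of three additions / Incubation: overnight seeding, then 1 h dark dye loading / Signal: Fluo-4 NW calcium fluorescence / Evaluation: B-scored fluorescence response ratio / Benchmarks: positive and negative control wells on each plate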
HDAC3 inhib: human HDAC3 inhibition; O15379; recombinant HDAC3, fluorogenic peptide/trypsin coupled, fluorescence; inhibition, % at 8.3 µM; 320,000 compounds, 0.15% hits; in the data active means inhibition above about 26%, passing the limit was not always enough; inconclusive means no clear call, values can overlap the other calls
Target sequence (O15379 whole entry, looked up): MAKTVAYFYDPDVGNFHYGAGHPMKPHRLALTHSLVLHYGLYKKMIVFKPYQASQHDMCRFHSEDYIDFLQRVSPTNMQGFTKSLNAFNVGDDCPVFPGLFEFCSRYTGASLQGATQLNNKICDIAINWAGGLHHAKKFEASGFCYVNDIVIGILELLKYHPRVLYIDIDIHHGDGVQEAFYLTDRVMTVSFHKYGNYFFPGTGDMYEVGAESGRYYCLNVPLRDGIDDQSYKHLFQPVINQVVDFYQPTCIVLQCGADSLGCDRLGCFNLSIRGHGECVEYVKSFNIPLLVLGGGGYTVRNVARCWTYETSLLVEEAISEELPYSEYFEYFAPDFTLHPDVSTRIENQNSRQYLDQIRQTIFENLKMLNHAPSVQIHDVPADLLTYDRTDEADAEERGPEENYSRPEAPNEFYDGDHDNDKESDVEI
MrgX1 antag: blocks BAM8-22 activation of human MrgX1 receptor; MRGX1-HEK293 calcium flux, Fluo-4, BAM8-22 antagonism; hits give low values; B-score at 10 µM; 310,000 compounds, 1.3% hits;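 active means calcium-response B-score plate-corrected more than 3 library SD below zero, starting fluorescence within 5 deviations, no agonist response on first addition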;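 further: peak minus trough fluorescence over baseline after final BAM8-22 challenge near maximal dose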
ANO1 activ: activators or potentiators of mouse TMEM16A chloride channel; HEK293 TMEM16A/YFP-H148Q/I152L, iodide quench fluorescence; hits give low values; B-score at 10 µM; 340,000 compounds, 0.3% hits;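 active means fluorescence-ratio B-score plate-corrected deviation score at least 3 library SD below zero, with starting fluorescence score within 5 deviations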;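 further: channel opened by trigger with iodide after compound preincubation; score built on the fluorescence ratio of max minus min over baseline; more negative score means more quench and so TMEM16A activation or potentiation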
TRPC6 activator: mouse TRPC6 channel activation | HEK293-TRPC6 membrane potential dye fluorescence; hits give high values | B-score at 10 µM | 310,000 compounds, 0.13% hits | AID 2550;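 active means B-score of the integrated fluorescence ratio above library mean plus 3 SD, and starting fluorescence ratio within library mean plus 5 SD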;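 further: higher score means more depolarization so channel activation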
RGS4 act: RGS4 potentiation or activation; HEK293 M3R/inducible RGS4, carbachol calcium flux Fluo4; hits give low values; B-score at 10 µM; 310,000 compounds, 0.92% hits; AID 463111;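 active means B-score of the integrated calcium signal more than 4 SD below the library mean, with starting fluorescence not abnormally high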;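 further: negative B-score means reduced calcium response which marks RGS4 activation or potentiation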
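Reagent: ECmax carbachol challenge; Test system: M3R-expressing HEK293 line, RGS4 induced by doxycycline; Schedule: overnight RGS4 induction, 30 min dye load 37 °C, 20 min compound RT; Detection: calcium dye Fluo4 fluorescence; Read-out: Agonist-evoked peak-minus-minimum fluorescence over baseline, integrated ratio, B score.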
TRPC6 inhibitor: mouse TRPC6 channel inhibition; B-score at 10 µM; Q61143; 310,000 compounds, 1.1% hits; HEK293-TRPC6, membrane potential dye, ACh-evoked depolarization; hits give low values;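 active means B-score under library mean minus 3 SD, initial fluorescence not abnormally high, positive integrated signal ratio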;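 further: B-score derived from integrated fluorescence ratio over the kinetic read; more negative B-score means stronger inhibition of depolarization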
ANO1 block: blocks the mouse calcium-activated chloride channel TMEM16A | Q8BHY3 | AID 588511 | normalized B-score (activity score, 25-100; higher = stronger inhibition) at 10 µM | 310,000 compounds, 1.2% hits | HEK293 TMEM16A/YFP iodide influx fluorescence, ionomycin;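 active means ratio plate-corrected score three or more library SD toward inhibition, starting fluorescence score within five deviations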;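 further: score derived from kinetic fluorescence span divided by baseline fluorescence per well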
SKKanGAS inh: SKKanGAS growth inhibition. S. pyogenes SKKanGAS, kanamycin growth, BacTiter-Glo, 6 h. inhibition, % at 7.5 µM. 300,000 compounds, 1.3% hits. AID 1662;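 active means mean replicate score, as percent of positive control median, at least 50; inconclusive means mean below 50 but one replicate at or above 50; inactive means mean and every replicate below 50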;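 further: strain carries kanamycin resistance gene driven by streptokinase promoter and grows in 40 µg/ml kanamycin; loss of luminescence reflects streptokinase promoter inhibition or plain growth inhibition; 0% = median of DMSO wells and 100% = positive control at its reference dose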
Starred values were filed as active, the others as inactive; i = inactive; u = inconclusive; x = no result given; & = joins results of further samples; ! = not active in a repeat. Rows were taken by chance; about 6.7% have a hit in one of these screens.

smiles | MrgX1 agonist | ANO1 activ | RGS4 act | SKKanGAS inh | ANO1 block | TRPC6 activator | MrgX1 antag | MrgX1 allo act | RGS4 inh | TRPC6 inhibitor | HDAC3 inhib
CC(=O)Nc1ccc(NC(=O)CSc2nnc(C)c(=O)n2N)cc1 | i | i | i | -22 | i | i | i | i | i | i | -2
Cc1[nH]n(-c2ccccc2)c(=O)c1/C=N/NC(=O)c1ccccc1F | i | i | i | 90* | i | i | i | i | i | i | 2
CCOC(=O)N1CCC(N2C(=O)c3ccccc3C2Nc2ccccc2C)CC1 (stereo not drawn) | i | i | i | -2 | i | i | i | i | i | i | 4
Cc1cc(C(=O)COC(=O)c2ccc(O)cc2)c(C)n1CCc1ccc(F)cc1 | i | i | i | 11 | i | i | i | i | i | i | 7
c1csc(-c2nnc(NC3CCCCC3)c3ccccc23)c1 | i | i | i | 1 | i | i | i | i | i | i | -3
Cc1cc(C)c(S(=O)(=O)NC2CC2)c(C)c1 | i | i | i | -4 | i | i | i | i | i | i | 6
CC(=O)NNc1nc(-c2ccccc2)cs1 | i | i | i | 23 | i | i | i | i | i | i | 4
Cc1csc(NC(=O)c2cc(=O)[nH]c3ccccc23)n1 | i | i | i | -5 | i | i | i | i | i | i | -6
OC(CNC1CCCC1)COCCOc1ccc(Br)cc1 (stereo not drawn) | i | i | i | 4 | i | i | i | i | i | i | -6
COc1cc2c(cc1OC)CN(c1ccc(C(N)=O)cc1[N+](=O)[O-])CC2 | i | i | i | -2 | i | i | i | i | i | i | 7
CCOc1cc(C(=O)N2CCN(c3ccccc3)CC2)cc(OCC)c1OCC | i | i | i | -10 | i | i | i | i | i | i | 2
NC(=O)C1CC(=O)N(c2ccc(OCc3ccccc3Cl)cc2)C1 (stereo not drawn) | i | i | i | -6 | i | i | i | i | i | i | 0
COc1ccc(OC)c(C(c2nnnn2C2CCCC2)N2CCN(c3ccccc3F)CC2)c1 (stereo not drawn) | i | i | i | 4 | i | i | i | i | i | i | 0
CCc1cc(-c2[nH]ncc2-c2ccc3c(c2)OCO3)c(O)cc1O | i | i | i | -7 | 100* | i | i | i | i | -5.3* | 0
CCOc1cc(C2NC(=O)NC(c3ccccc3)=C2C(C)=O)ccc1OC(C)=O (stereo not drawn) | i | i | i | 2 | i | i | i | i | i | i | -1
O=C(c1ccc(Cn2cc([N+](=O)[O-])cn2)o1)N1CCCC1 | x | i | i | -6 | x | i | x | x | i | i | x
O=C(CC12CC3CC(CC(C3)C1)C2)Nc1ccccc1N1CCOCC1 | i | i | i | 9 | i | i | i | i | i | i | 6
CC(C)c1onc(C(=O)N(C)Cc2ccccc2)c1[N+](=O)[O-] | i | i | i | -2 | i | i | i | i | i | i | 2
Cc1ccc(CCNC(=O)C2CC(c3ccc(C(F)(F)F)cc3)=NO2)cc1 (stereo not drawn) | i | i | i | -3 | i | i | i | i | i | i | -1
CN(C)S(=O)(=O)Oc1cccc(C(=O)Nc2cccc(Cl)c2)c1 | i | i | i | -6 | i | i | i | i | i | i | u
Cc1c(OCC(=O)NCCN2CCOCC2)ccc2c3c(c(=O)oc12)CCC3 | i | i | i | 7 | i | i | i | i | i | -5.2* | -2
C=CCNC(=S)NNC(=O)c1ccc(OCC(C)C)cc1 | i | i | i | -8 | i | i | i | i | i | i | 0
O=S(=O)(NC1=NCCC1)c1cccc(NS(=O)(=O)c2ccc(OC(F)(F)F)cc2)c1 | i | i | i | -5 | i | i | i | i | i | i | 1
Cc1nn(C)cc1S(=O)(=O)N1CCN(Cc2ccccc2Cl)CC1 | i | i | i | 9 | i | i | i | i | i | i | -4
COC(=O)c1ccc(Oc2nc(Nc3ccc(F)cc3)nc(N3CCCC3)n2)cc1 | i | i | i | 19 | i | i | i | i | i | i | 1
CN(C)N1C(N)=C(C#N)C(c2cccs2)C2=C1CCCC2=O (stereo not drawn) | i | i | i | -2 | i | i | i | i | i | i | -1
Clc1ccccc1OCc1nn[nH]n1 | i | i | i | -8 | i | i | i | i | i | i | -3
COc1ccc(N2CCN(C3CCCN(C(=O)CSC)C3)CC2)cc1 (stereo not drawn) | i | i | i | 1 | i | i | i | i | i | i | -8
COc1ccc(CC(=O)NC(C)c2nnc(SCC(=O)c3ccc(OC)cc3)n2C)cc1 (stereo not drawn) | i | i | i | 7 | i | i | i | i | i | i | -2
O=c1cc(CN2CCN(Cc3ccccc3)CC2)c2ccc(O)c(O)c2o1 | i | i | i | 4 | i | i | i | i | i | i | 0
Cc1c(CC(=O)N[C@@H](CCCNC(N)=O)C(=O)O)c(=O)oc2cc3oc4c(c3cc12)CCCC4 | i | i | i | -1 | i | i | i | i | i | i | 6
CCOC(=O)N1CCC(NC(=O)CS(=O)(=O)Cc2nc(-c3cccc(Cl)c3)oc2C)CC1 | i | i | i | -1 | i | i | i | i | i | i | -7
Cc1c(Cl)c([N+](=O)[O-])nn1CCCC(=O)NC(C)c1ccccc1 (stereo not drawn) | i | i | i | 2 | i | i | i | i | i | i | 0
Cc1nc(C(=O)Nc2ccc(F)cc2)nn1-c1ccc([N+](=O)[O-])cc1 | i | i | i | -5 | i | i | i | i | i | i | -4
O=C(O)c1cc(S(=O)(=O)NC2CCCc3ccccc32)ccc1O (stereo not drawn) | i | i | i | 10 | i | i | i | i | i | i | 1
CCC(C)NC(=O)C1CCN(S(=O)(=O)c2ccc(-n3cnnn3)cc2)CC1 (stereo not drawn) | i | i | i | -4 | i | i | i | i | i | i | 0
Cc1ccc(-c2cn(C[C@H]3CC[C@@H]([C@@H]4CC[C@H](Cn5cc(-c6ccc(C)cc6)nn5)O4)O3)nn2)cc1 | i | i | i | 4 | i | i | i | i | i | i | 1
O=C(N/N=C/c1ccccc1O)C1CC(=O)N(c2ccc(Cl)cc2)C1 (stereo not drawn) | i | i | i | 23 | i | i | i | i | i | i | -5
CCN(CC)C(=O)Cn1cc(C(=O)C(=O)N2CCN(c3ccc([N+](=O)[O-])cc3)CC2)c2ccccc21 | i | i | i | 15 | i | i | i | i | i | i | 12
CCN(CCCNC(=O)c1[nH]c(C)c(C(C)=O)c1C)c1cccc(C)c1 | i | i | i | -6 | i | i | i | i | i | i | 5
CN1CCc2cccc3c2[C@H]1Cc1ccc(O)c(O)c1-3 | i | i | i | 4 | i | i | i | i | i | i | 1&-4
Cc1ccc(S(=O)(=O)NCCC(=O)NNC(=O)C2COc3ccccc3O2)cc1 (stereo not drawn) | i | i | i | -4 | i | i | i | i | i | i | 2
COc1ccccc1CN1CC(C(=O)N2CCCCO2)CCC1=O (stereo not drawn) | i | i | i | -1 | i | i | i | i | i | i | 0
O=C(Oc1ccc(OC(=O)c2ccncc2)cc1)c1ccncc1 | i | i | i | -1 | i | i | i | i | i | i | x
CCOC(=O)C1(Cc2ccccc2Cl)CCN(S(=O)(=O)N(C)C)CC1 | i | i | i | -11 | i | i | i | i | i | i | u
COc1ccc(Nc2cc(C)nc3ncnn23)c(OC)c1 | i | i | i | 4 | i | i | i | i | i | i | -12
O=C(COc1ccc(S(=O)(=O)N2CCOCC2)cc1Cl)N1CCCC1 | i | i | i | 4 | i | i | i | i | i | i | 4
COC(=O)c1cc(NCc2c(F)cccc2Cl)ccc1N1CCOCC1 | i | i | i | -11 | i | i | i | i | i | i | 2
COc1ccccc1-c1nnc(NC(=O)OCC(C)C)s1 | i | i | i | 0 | i | i | i | i | i | i | -2
O=C1COc2ccc(C(=O)COC(=O)CCc3ccc(S(=O)(=O)N4CCOCC4)cc3)cc2N1 | i | i | i | 0 | i | i | i | i | i | i | 2
Cn1c(CC(=O)Nc2ccccc2Cl)nnc1SCC(=O)NC1=NCCS1 | i | i | i | -2 | i | i | i | i | i | i | -3
Cc1ccc(Nc2nc(C)nc3c2oc2ccccc23)cc1 | i | i | i | 7 | i | i | i | i | i | i | -3
Nc1nc(SCC(=O)Nc2cccc(S(=O)(=O)N3CCCCCC3)c2)n[nH]1 | i | i | i | -9 | i | i | i | i | i | i | -2
COc1ccccc1CNC(=O)C1CC(c2c(Cl)cccc2Cl)=NO1 (stereo not drawn) | i | i | i | -1 | i | i | i | i | i | i | -2
O=c1[nH]nc(CNc2ccc(Cl)cc2Cl)c2ccccc12 | i | i | i | 14 | i | i | i | i | i | i | -9
CCOc1ccc(S(=O)(=O)NCCC(=O)N2CC(C)OC(C)C2)cc1 (stereo not drawn) | i | i | i | -5 | i | i | i | i | i | i | -4
C=CCc1cc(OC)ccc1OCC(O)CN1CCN(c2ccc(OC)cc2)CC1 (stereo not drawn) | i | i | i | -4&-1 | 25*! | i | i | i | i | i | 6&15
CCNS(=O)(=O)c1ccc(CCC(=O)Nc2ccc3c(c2)OCCO3)cc1 | i | i | i | -1 | i | i | i | i | i | i | -1
C=CCC1(Cl)C(=O)C(Cl)=C(N2CCOCC2)C1(OC)OC (stereo not drawn) | i | i | i | 3 | i | i | i | i | i | i | -5
COc1ccc(NC2CCCN(C(=O)c3ccc4nccnc4c3)C2)cc1OC (stereo not drawn) | i | i | i | 0 | i | i | i | i | i | i | -4

The list continues.
smiles | MrgX1 agonist | ANO1 activ | RGS4 act | SKKanGAS inh | ANO1 block | TRPC6 activator | MrgX1 antag | MrgX1 allo act | RGS4 inh | TRPC6 inhibitor | HDAC3 inhib
COc1ccc(OCC(=O)Nc2nnc(S(=O)(=O)N3CCCCCC3)s2)cc1 | i | i | i | 13 | i | i | i | i | i | i | -2
Cc1ccc(S(=O)(=O)NCCNS(=O)(=O)c2ccc(C)cc2)cc1 | i | i | i | -6 | i | i | i | i | i | i | 9
O=C(C1=NNCC1c1ccccc1)C1OC1c1ccccc1 (stereo not drawn) | i | i | i | 7 | i | i | i | i | i | i | 2
CCN(CC)C(=O)C(Oc1ccc(S(=O)(=O)N2CCCC2)cc1[N+](=O)[O-])c1ccccc1 (stereo not drawn) | i | i | i | 4 | i | i | i | i | i | i | 2
